Compound activity: PubChem, National Center for Advancing Translational Sciences (NCATS)
TRHR PAM – allosteric enhancers of human TRH receptor; enhancement, % at 2 µM; TRHR cells, fluo-8 calcium fluorescence, EC20 TRH enhancement; 360,000 compounds, 0.66% hits; in the data active = enhancement above about 30%; also: 0% is about no effect
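TRHR-expressing cells loaded with fluo-8 calcium dye were read kinetically (ex 480/em 530) during compound addition, then stimulated with an EC20 of TRH (10 nM final). Enhancement of the Gq-mediated intracellular calcium response was scored.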
RXFP1 agonist – activates the human relaxin receptor RXFP1 | Q9HBX9 | HEK293T-RXFP1 cAMP TR-FRET, 30 min; response scale: percent of porcine relaxin response, buffer zero | Potency, µM (series often up to 57.5 µM), for the others: at the highest dose activation, actives largely listed as activators | 370,000 compounds, 0.3% hits; also: potency is read from the fitted curve at half-maximal effect; % is scaled to controls: 0 for no effect and ±100 for the full control effect; nearly all actives have a fitted effect of over 60% in size; many of its hits are not listed in these tables
Target sequence (Q9HBX9 whole entry, looked up): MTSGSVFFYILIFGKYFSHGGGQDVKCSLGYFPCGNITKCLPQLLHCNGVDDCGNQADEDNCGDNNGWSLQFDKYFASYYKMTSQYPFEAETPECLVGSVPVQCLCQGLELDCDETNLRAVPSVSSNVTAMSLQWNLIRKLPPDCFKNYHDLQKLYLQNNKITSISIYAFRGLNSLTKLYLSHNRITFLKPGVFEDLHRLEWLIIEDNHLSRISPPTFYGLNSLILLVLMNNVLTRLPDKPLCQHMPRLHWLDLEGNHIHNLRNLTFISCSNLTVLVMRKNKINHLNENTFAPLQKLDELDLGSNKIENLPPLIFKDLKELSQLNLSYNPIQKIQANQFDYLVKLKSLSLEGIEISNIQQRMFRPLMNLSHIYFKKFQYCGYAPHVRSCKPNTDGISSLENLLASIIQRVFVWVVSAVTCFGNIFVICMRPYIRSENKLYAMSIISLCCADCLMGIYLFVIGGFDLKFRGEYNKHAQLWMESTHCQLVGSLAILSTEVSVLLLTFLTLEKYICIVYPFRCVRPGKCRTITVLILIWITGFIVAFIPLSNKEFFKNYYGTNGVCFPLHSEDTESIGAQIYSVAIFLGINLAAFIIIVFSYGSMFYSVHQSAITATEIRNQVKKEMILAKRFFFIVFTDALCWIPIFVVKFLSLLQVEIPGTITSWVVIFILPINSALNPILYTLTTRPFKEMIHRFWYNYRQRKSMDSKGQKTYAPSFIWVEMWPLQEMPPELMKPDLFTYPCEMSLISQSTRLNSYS
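cAMP rise read by TR-FRET after 30 min, 37C compound exposure (up to 58 uM) in RXFP1-transfected HEK293 cells with Ro 20174 present. EC50 from Hill-equation fits, with 29 nM porcine relaxin as 100% and buffer as basal.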
Apoferritin bind – candidate novel general anesthetic via apoferritin binding; P02791; apoferritin/1-aminoanthracene competitive binding, fluorescence; Potency, µM (doses to about 77.5 µM), for inactives: top-dose activity change, negative = displacement, usual class: inhibitors; 350,000 compounds, 0.074% hits; also: potency is read from the fitted curve at half-maximal effect; % is scaled to controls: 0 for no effect and ±100 for the full control effect; nearly all actives have a fitted effect of over 20% in size
Target sequence (P02791 2-175 limits assumed): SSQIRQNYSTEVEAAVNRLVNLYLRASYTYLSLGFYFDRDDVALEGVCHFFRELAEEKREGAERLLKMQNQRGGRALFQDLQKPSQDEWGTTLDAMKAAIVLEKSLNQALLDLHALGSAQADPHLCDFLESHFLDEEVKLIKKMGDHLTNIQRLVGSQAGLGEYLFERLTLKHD
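Horse-spleen apoferritin (10 uM) was mixed with 50% saturated 1-aminoanthracene in PBS, exposed to compounds for 10 min at room temperature, and read for fluorescence (ex 380 nm, em 535 nm). Competitive displacement was fitted with a four-parameter Hill equation.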
D1 agonist – activates the human D1 dopamine receptor | AID 504660 | 360,000 compounds, 1% hits | activation, % at 2 µM | HEK293 T-REx D1 cells, calcium flux, agonist mode; in the data active = activation above about 30%; also: 0% is about no effect
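Inducible HEK293 T-REx D1 cells, force-coupled to calcium signalling, were plated at 4000 cells/well with tetracycline and held overnight at 30 C. After no-wash calcium dye loading, compound-evoked calcium rise over 180 s flagged agonists.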
D1 potentiator – enhances dopamine response at the human D1 receptor; HEK293 TREx D1 cells, calcium flux, dopamine EC20 potentiation; 360,000 compounds, 0.036% hits; potentiation, % at 10 µM; P21728; AID 504651; in the data active = potentiation above about 30%; also: 0% is about no effect
D1 antagonist – human D1 dopamine receptor antagonism; P21728; HEK293 TREx D1 cells, calcium flux, dopamine EC80; active compounds read low; activity change, negative = inhibition, % at 10 µM; 360,000 compounds, 3.2% hits; AID 504652; in the data active = activity change below about -30%; also: % is scaled to controls: 0 for no effect and ±100 for the full control effect
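Kinetic fluorescence of a calcium dye serves as the read-out. D1-expressing Hek293 Trex cells, induced overnight at 30 C, are exposed to compound for 180 s before an EC80 dopamine addition, then read 180 s further.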
D2 PAM – positive allosteric modulators of human D2 dopamine receptor. potentiation, % at 10 µM. 340,000 compounds, 0.34% hits. P14416. HEK293 T-REx D2, calcium flux, EC20 dopamine potentiation;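 active = potentiation over 3 SD above the plate norm, cut at about 30% in these data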; also: 0% is about no effect
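Cells plated with tetracycline inducer and held overnight at 30 C; calcium dye loaded 30–90 min at room temperature; baseline taken, compound added and read 180 s; EC20 dopamine then added and read 180 s.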
RXFP1 antag – antagonists of human relaxin receptor RXFP1; Q9HBX9; HEK293-RXFP1, relaxin-stimulated cAMP HTRF, 30 min; active compounds read low; activity change, negative = inhibition, % at 57.5 µM; 350,000 compounds, 0.59% hits; AID 1259400;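 active = activity change of -60% or lower, but not beyond a set lower limit; inconclusive = change between -60% and -40%, or beyond the set limit; inactive = change above -40%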; also: % is scaled to controls: 0 for no effect and ±100 for the full control effect
TRHR agonist – TRH receptor (human) agonism; 360,000 compounds, 0.18% hits; AID 493084; activation, % at 2 µM; P34981; TRHR cells, calcium flux fluo-8, FDSS agonist mode; in the data active = activation above about 30%; also: 0% is about no effect
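Read-out: compound-evoked intracellular calcium rise in TRHR cells, fluo-8 dye, kinetic FDSS fluorescence at 1 s/cycle following a 10-cycle baseline. Cells cultured overnight before dye loading (30 min–1.5 h, RT).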
* hit, by the source's call; ? = inconclusive; / = not tested or not shown. Unless noted, calls follow the shape of the dose curve; as a rule, active = well fitted curve in the direction sought with a large enough effect; inconclusive = small, poorly fitted or top-dose-only effect, or another doubt; inactive = no such curve, though single readings can be large; an effect the other way counts as inactive or inconclusive.

SMILES	TRHR PAM	RXFP1 agonist	Apoferritin bind	D1 agonist	D1 potentiator	D1 antagonist	D2 PAM	RXFP1 antag	TRHR agonist
O=C(NC1CCCCC1)C(c1ccccc1F)N(Cc1ccco1)C(=O)Cn1nnc2ccccc21 (stereo not given)	-1	3.2%	?	9	-4	7	9	-6	-1.8
Cc1ccccc1CN1c2ccccc2S(=O)(=O)c2ccccc21	5	-0.9%	-13%	4	-5	-4	5	-5	-0.6
CCOc1ccc(NC(=O)CSc2nnc(CCNC(=O)c3ccc(OC)cc3)n2C)cc1	-5	1.5%	-5%	1	5	0	6	12	-0.1
Cn1cc([N+](=O)[O-])c(C(=O)N/N=C/c2cc3c(cc2Br)OCO3)n1	2	-2.1%	-1%	-1	2	2	-3	-2	1.5
COc1ccc(C(=O)OCC(N)=O)cc1[N+](=O)[O-]	6	0.1%	-7%	3	1	-5	/	-3	0.2
CC(C)C(CC(=O)NCc1ccco1)c1ccco1 (stereo not given)	1	-1.2%	2%	5	-7	2	-4	8	1.0
O=C(NC(=O)c1ccc(F)cc1)Nc1nc(-c2cccs2)cc(C(F)(F)F)n1	0	-0.2%	-8%	-2	0	-4	11	/	-0.7
Cc1cccc(CSc2nnc(Cn3c(=O)sc4ccccc43)n2C)c1	-7	0.5%	-3%	2	-3	0	6	-8	-1.4
CC(C)C(=O)N(c1ccc(F)cc1)C1C=CS(=O)(=O)C1 (stereo not given)	-2	3.0%	-3%	2	0	8	-2	-10	-0.2
Cc1ccccc1-n1c(SCc2csc(Nc3ccccc3)n2)nnc1-c1cccnc1	-1	-3.0%	7%	3	-7	-10	12	-17	-0.4
Cc1nn(C)cc1C(=O)Nc1ccccc1Br	2	2.4%	8%	1	-7	5	8	-5	-0.2
CCOc1cc(S(=O)(=O)n2nc(C)cc2C)ccc1Br	4	0.5%	-19%	3	2	4	12	-24	0.8
C#CC1(NC(=O)NS(=O)(=O)c2ccc(C)cc2)CCCCC1	4	1.5%	0%	2	-1	-2	7	-3	-0.3
CC(=O)c1ccc(S(=O)(=O)NCC(=O)N2CCN(C/C=C/c3ccccc3)CC2)cc1	-6	0.0%	/	0	-1	-19	1	-3	-0.2
CCOc1ccc2[nH]c3c(NCCOC)ncnc3c2c1	23	15%	-9%	1	0	-15	31*	-4	-0.5
CC1(C)C2CCC1(CS(=O)(=O)NCCc1c[nH]c3ccccc13)C(=O)C2 (stereo not given)	0	3.8%	-6%	4	/	1	-3	-14	0.7
Cc1ccc(NS(=O)(=O)c2cc(-c3cc(C)no3)ccc2C)c(Cl)c1	-1	-0.1%	2%	1	-2	0	-4	-36	-0.6
CCC(C)n1c(SCC(=O)NC(=O)Nc2ccc3c(c2)OCCO3)nc2ccccc2c1=O (stereo not given)	0	0.7%	-12%	3	1	-2	3	26	0.0
COC(=O)CN1C(=O)[C@H]2[C@@H](c3ccc(C)o3)N3C(=O)CN(CC4CC4)C(=O)[C@@]3(Cc3ccccc3)[C@H]2C1=O	0	1.1%	2%	3	-6	-5	2	/	0.5
CCCCCN(C(=O)CCC(=O)OCC(=O)Nc1cccc(CC)c1)c1c(N)n(CCCC)c(=O)[nH]c1=O	-3	0.4%	/	2	0	14	-10	-14	0.6
CC(Oc1cc(-c2ccccc2)cc2ccccc12)C(=O)N1CCOCC1 (stereo not given)	-1	1.0%	-7%	2	-5	10	7	-29	-0.7
COCCCNC(=O)c1ccc(CNS(=O)(=O)c2ccc(NC(C)=O)cc2)cc1	4	-1.3%	-4%	0	-2	3	6	5	0.6
COc1ccc(S(=O)(=O)N2CCCCC2)cc1NC(=O)c1ccccc1	13	-0.3%	/	1	7	17	-5	-27	0.3
Cc1cc(C)c(NC(=O)CNC(=O)Cc2sc(C)nc2-c2ccc(F)cc2)c(C)c1	7	2.1%	/	0	-12	-8	3	-22	-0.2
O=C(COC(=O)c1ccc(S(=O)(=O)N2CCOCC2)cc1)NCc1cccs1	5	1.6%	-6%	6	0	-2	2	-19	-0.3
COCCNC(=O)CNS(=O)(=O)c1ccc2nc(C)sc2c1	-1	2.1%	-10%	1	1	-3	3	1	0.3
CC(C)CCN(C(=O)Nc1ccc(Cl)c(Cl)c1)C(C)c1cccs1 (stereo not given)	-2	2.6%	29%	24	-2	-22	-6	-27	0.9
CCOc1ccc2c(C)c(C(=O)O)oc2c1OCC	10	-0.7%	11%	2	-1	-4	13	-12	1.2
COC(=O)C(CO)Nc1ncnc2onc(-c3ccc(F)cc3)c12 (stereo not given)	-1	-1.2%	-7%	1	2	2	-8	-8	0.0
Cc1ccc(C)c(N2CCN(C(=O)C34CC5CC(C3)CC(n3nnc(C)n3)(C5)C4)CC2)c1	-2	-2.7%	5%	3	0	-11	/	?	-0.1
CCOC(=O)c1ccc2c(c1)NCc1cccc(OC)c1O2	-5	8.0%	-6%	1	4	-23	9	-3	1.4
Cc1cc(C)c(C)c(OCCCCN2CCCCC2)c1	9	0.1%	-14%	4	2	-12	-36	10	0.7
COc1ccc2cc(C(=O)C3CCCN(C(=O)C4=NN(C)C(=O)CC4)C3)ccc2c1 (stereo not given)	-6	2.0%	-12%	1	-5	-10	/	-3	-0.1
O=C(Cn1ccc2cc(S(=O)(=O)N3CCCCC3)ccc21)NCc1ccccc1F	-4	0.7%	-13%	8	-2	-11	-6	37	0.2
Cc1ccccc1C(=O)/C=C1/c2ccccc2CC(C)(C)N1C	-6	0.6%	?	6	-4	-8	-4	-9	0.2
O=C(NNC(=O)c1cnccn1)c1ccc(Cl)cc1	-4	-2.7%	7%	1	3	2	2	6	-0.1
Cc1ccc(NS(=O)(=O)c2coc(C(N)=O)c2)cc1F	0	0.0%	-18%	4	-7	-7	8	8	14
CC1(C)CC(=O)c2c(O)cc(OCc3ccc(Br)cc3)cc2O1	-6	3.7%	-19%	16	6	12	-6	6	1.1
Cc1cc(C)n(CC(C)O)c(=O)c1C#N (stereo not given)	-2	0.5%	-8%	1	2	3	-1	-1	0.3
COc1ccc(C(=O)NCC2CCCO2)cc1 (stereo not given)	5	-0.4%	1%	6	-2	-24	7	-2	0.8

Ordered by formula weight (lowest first): part of the list above.
SMILES	TRHR PAM	RXFP1 agonist	Apoferritin bind	D1 agonist	D1 potentiator	D1 antagonist	D2 PAM	RXFP1 antag	TRHR agonist
Cc1cc(C)n(CC(C)O)c(=O)c1C#N (stereo not given)	-2	0.5%	-8%	1	2	3	-1	-1	0.3
Cc1ccccc1C(=O)/C=C1/c2ccccc2CC(C)(C)N1C	-6	0.6%	?	6	-4	-8	-4	-9	0.2
CC1(C)CC(=O)c2c(O)cc(OCc3ccc(Br)cc3)cc2O1	-6	3.7%	-19%	16	6	12	-6	6	1.1

Later entries
SMILES	TRHR PAM	RXFP1 agonist	Apoferritin bind	D1 agonist	D1 potentiator	D1 antagonist	D2 PAM	RXFP1 antag	TRHR agonist
COc1ccccc1NC(=O)c1ccc(NC(=O)CSc2nncn2C)cc1	2	0.6%	-7%	1	-2	-6	-19	-4	1.0
O=C(Nc1ccccc1C(=O)OCc1cc(=O)n2ccsc2n1)c1ccc(Cl)cc1	-6	3.9%	7%	-2	0	3	4	-7	0.7
Cc1nc2ccccc2c(=O)n1NC(=O)Cc1ccc(Br)cc1	-6	8.7%	-13%	6	-2	20	1	-13	0.2
Cn1c(SCC(=O)c2ccc3c(c2)NC(=O)CO3)nc2ccccc21	2	?	-18%	0	-8	3	3	-12	0.1
Cc1ccc(C)c(S(=O)(=O)N2CCCOC2CNC(=O)C(=O)NCCCN2CCOCC2)c1 (stereo not given)	0	0.0%	2%	3	-12	-4	-4	4	0.3
O=C1CCc2cc(NS(=O)(=O)c3cc(F)ccc3F)cc3c2N1CC3	-5	1.9%	/	1	-8	-6	/	-9	0.1
COc1ccc(OC)c(CN2CCN(C(=O)[C@@H](NC(=O)c3cccc(C)c3)C(C)C)CC2)c1	-3	1.5%	/	3	-11	13	-14	6	0.2
O=C(c1ccccc1-c1nc(-c2ccccc2)no1)N1CCOCC1	-3	2.9%	-12%	-1	-1	5	-8	7	0.1
O=C(CCS(=O)(=O)c1ccccc1)Nc1nncs1	3	2.8%	2%	2	2	21	/	-21	-1.2
CCCCNC(=O)CCCCn1c(=S)[nH]c2c([nH]c3ccc(OC)cc32)c1=O	3	3.4%	-4%	2	-3	-13	/	-19	0.2
CS(=O)(=O)N(CC(=O)N/N=C/c1ccccn1)c1ccc(Oc2ccccc2)cc1	0	1.4%	?	3	-3	-13	17	2	-0.9
CCSc1nsc(NC(=O)Nc2ccccc2OC)n1	0	0.0%	-14%	4	-5	-1	-8	-10	0.7
FC(F)(F)c1cccc(N2CCN(Cc3nnc(-c4ccc5c(c4)OCO5)o3)CC2)c1	1	4.3%	?	10	-3	-18	-16	?	-0.8
CC(C)(C)c1ccc(C(=O)NCc2nnc(SCC(=O)NC3CCCC3)o2)cc1	4	4.6%	-17%	0	5	16	16	-12	-0.7
Cc1noc(C)c1CSc1nnc2cc(C)c3ccccc3n12	10	0.4%	-10%	3	2	8	-4	-1	0.2
O=[N+]([O-])c1cccc(/C([O-])=C(/C(=S)Nc2ccccc2)[n+]2ccccc2)c1	1	6.0%	-4%	3	0	4	8	0	-0.7
CC(=O)c1cccc(NC(=O)c2ccc(-c3ccccc3[N+](=O)[O-])o2)c1	0	0.0%	-21%	15	-8	-21	-16	-17	-0.2
CCc1cccc(C)c1NC(=O)CSc1nc2ccccc2nc1N1CCOCC1	-5	0.2%	0%	0	0	-7	2	/	-0.7
O=C(Nc1ccc([N+](=O)[O-])cn1)C1CC1	9	-0.4%	7%	-1	-4	2	4	-4	0.6
CCN(CC)c1ccc(C=N/C(C#N)=C(\N)C#N)cc1	1	-0.5%	?	27	-7	3	5	-12	9.2
Cc1cc(C)nc(N2CCC(C(=O)NCc3ccccc3)CC2)n1	-5	-0.6%	2%	-2	9	3	-5	-1	0.6
CC(C)(C)NC(=O)C1CCN(S(=O)(=O)c2cccc(C(F)(F)F)c2)CC1	0	4.0%	-19%	5	-1	-26	/	-2	2.0
COc1ccc(CC(=O)OCC(=O)NC2CC2)cc1	12	1.7%	/	0	-2	0	-6	3	0.1
O=C(CSc1nccc(=O)[nH]1)N1CCc2ccccc2C1	-5	-1.8%	-18%	2	2	-10	1	-5	0.4
CCN(CC)S(=O)(=O)c1ccc(OCC(=O)NC(=O)Cc2ccccc2)c([N+](=O)[O-])c1	10	2.4%	/	7	-1	-9	-5	1	0.8

Not all compounds are listed; count on the stated rates, not on these rows.
